Screening data as filed in PubChem BioAssay.
Pf apPOL inh: Pf-apPOL inhibitors, biochemical, fluorescence. Plasmodium falciparum apicoplast DNA polymerase (apPOL). Recombinant Pf-apPOL, molecular beacon fluorescence, 1.5 h. inhibition, % at 10 µM. 210,000 compounds, 0.25% hits
mHTT CaM bind: mutant huntingtin-calmodulin interaction inhibitors – biochemical, AlphaScreen, primary screen | P42858 | AlphaScreen His-mHTT/GST-CaM binding, luminescence | inhibition, % at 15 µM | 190,000 compounds, 3.6% hits | AID 1671202, 2021;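 further: 0% = both proteins with DMSO and 100% = one protein alone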
* marks the source's active call; other numbers are inactive results; . = not tested or not shown; & = joins results of further samples. No stated cut-off is given here; in the data, active means inhibition above about 50%; inactive means the rest.

The opening 7 entries, ahead of the listing:
#1 O=C(CSc1nc2c(c(=O)n1-c1ccc([N+](=O)[O-])cc1)SCC2)Nc1ccc(F)cc1
#2 O=C1C(=Cc2ccco2)Oc2cc(O)ccc21
#3 CC(=O)c1ccc(N2CN=c3s/c(=C\c4cccc([N+](=O)[O-])c4)c(=O)n3C2)cc1
#4 CC(=NNc1nc2c(c(=O)n(C)c(=O)n2C)n1CC=Cc1ccccc1)c1ccc(Cl)cc1
#5 N#Cc1ccc(C#CCOC(=O)Nc2cc(Cl)cc(Cl)c2)cc1
#6 CC(Oc1ccccc1)C(=O)Nc1ccc(S(=O)(=O)Nc2nccs2)cc1 (stereo not drawn)
#7 CCOCCCNC(=O)N1CCN(Cc2nc3cccnc3n2-c2cccc(F)c2)CC1
assay / entry	1	2	3	4	5	6	7
Pf apPOL inh	-5	33	-6	-3&-1	6	-5	-2
mHTT CaM bind	11	9	-1	.	.	-2	5

Results, from the first entry:
#1 O=C(CSc1nc2c(c(=O)n1-c1ccc([N+](=O)[O-])cc1)SCC2)Nc1ccc(F)cc1
#2 O=C1C(=Cc2ccco2)Oc2cc(O)ccc21
#3 CC(=O)c1ccc(N2CN=c3s/c(=C\c4cccc([N+](=O)[O-])c4)c(=O)n3C2)cc1
#4 CC(=NNc1nc2c(c(=O)n(C)c(=O)n2C)n1CC=Cc1ccccc1)c1ccc(Cl)cc1
#5 N#Cc1ccc(C#CCOC(=O)Nc2cc(Cl)cc(Cl)c2)cc1
#6 CC(Oc1ccccc1)C(=O)Nc1ccc(S(=O)(=O)Nc2nccs2)cc1 (stereo not drawn)
#7 CCOCCCNC(=O)N1CCN(Cc2nc3cccnc3n2-c2cccc(F)c2)CC1
#8 O=C(NCC(O)c1ccsc1)C1CC1 (stereo not drawn)
assay / entry	1	2	3	4	5	6	7	8
Pf apPOL inh	-5	33	-6	-3&-1	6	-5	-2	-2
mHTT CaM bind	11	9	-1	.	.	-2	5	-12

#9 Cc1ccc(NC(=O)CCc2ccc3nc[nH]c3c2)cc1Cl
#10 NC(CCS(=O)(=O)c1ccc(Cl)cc1)=NOC(=O)c1ccccc1Cl
#11 CCN1CCCC1CNC(=O)C1c2ccccc2C(=O)N(CCOC)C1c1ccc(F)cc1 (stereo not drawn)
#12 Cc1cc(NC(=O)COc2ccc(C(C)(C)C)cc2)no1
#13 O=C(c1ccc(Cl)c(Cl)c1)N1CCN(c2ccc([N+](=O)[O-])c(N3CCCC3)c2)CC1
#14 COc1cccc(N=CC=C2OC(C)(C)C(C)(C)O2)c1
#15 S=c1[nH]nc(-c2ccco2)o1
#16 CN(C)C(=O)c1cccc(Oc2ncccn2)c1
assay / entry	9	10	11	12	13	14	15	16
Pf apPOL inh	-2	-3&-2	-1	-4	-1	13	3	-3
mHTT CaM bind	-6	.	4	-3	7	16	.	-14

#17 O=[N+]([O-])c1ccc(CN2CCN(c3ncccn3)CC2)cc1
#18 Nc1c(C(=O)Nc2ccccc2)sc2cc([N+](=O)[O-])cc(Sc3ccccc3)c12
#19 CC(C)c1ccc(OCCN(C)C)cc1
#20 Cc1ccccc1NC(=O)CCC1CCCN(c2cc(NC3CC3)ncn2)C1 (stereo not drawn)
#21 COc1ccc(S(=O)(=O)N(CC(=O)Nc2cccc(SC)c2)c2ccccc2)cc1
#22 CCOc1cc(C(=O)Nc2ccc(Br)cn2)cc(OCC)c1OCC
#23 COc1ccc(C2CC(C(F)(F)F)n3nc(C(=O)Nc4ccc(OC)c(OC)c4)cc3N2)cc1 (stereo not drawn)
#24 Cc1ccc(C2=NN(C(=O)CN(C)C(=O)C3CC3)C(c3ccc(F)cc3)C2)cc1C (stereo not drawn)
assay / entry	17	18	19	20	21	22	23	24
Pf apPOL inh	3	1	-1	-7	-5	5	-3	-2
mHTT CaM bind	-1	6	-6	1	0	-6	34	-4

#25 O=C(NCCC(c1ccccc1)c1ccccc1)C1CCCC1
#26 CC(C)(C)[C@H]1CCC(=O)N([C@H](COc2ccccc2)Cc2ccccc2)CC1
#27 COc1ccc(-c2c(C#N)c(N)nc3sc(C(=O)c4ccc(C)cc4)c(N)c23)cc1
#28 C=CCc1cccc2cc(C(=O)Nc3cccc([N+](=O)[O-])c3)c(=O)oc12
#29 O=C(NCc1ccncc1)C1CCCC1
#30 Cc1ccc(C)c(CN2C(=O)NC3(CCN(C(=O)c4ccc(F)cc4F)CC3)C2=O)c1
#31 CCOC(=O)c1ccc(NC(=O)N2CCOc3ccccc32)cc1
#32 COc1ccccc1N1CCN(C(=O)Nc2ccccc2)C(C)C1=O (stereo not drawn)
assay / entry	25	26	27	28	29	30	31	32
Pf apPOL inh	-2	9	-1	-3	0	-7	-10	-7
mHTT CaM bind	-8	64*	-3	-5	2	16	0	-3

Compound profiles, as listed above:
`COc1ccc(-c2c(C#N)c(N)nc3sc(C(=O)c4ccc(C)cc4)c(N)c23)cc1` is listed as Pf apPOL inh: -1; mHTT CaM bind: -3
`O=C(NCCC(c1ccccc1)c1ccccc1)C1CCCC1` is listed as Pf apPOL inh: -2; mHTT CaM bind: -8
`CCOC(=O)c1ccc(NC(=O)N2CCOc3ccccc32)cc1` is listed as Pf apPOL inh: -10; mHTT CaM bind: 0

Additional structures.
#33 COc1ccc(N=Cc2[nH]c3ccc(Br)c(Cl)c3c2O)cc1
#34 O=C(C1CCN(S(=O)(=O)c2ccc(Br)s2)CC1)N1CCCCC1
#35 CCCc1cc(C2CCCN2Cc2ccncc2)no1 (stereo not drawn)
#36 NS(=O)(=O)c1ccc(N=C2NC(=O)/C(=C\c3ccccc3)S2)cc1
#37 Cc1csc(NC(=O)Cc2cc(-c3ccc4c(c3)OCO4)on2)n1
#38 O=C(Nc1ccccc1F)c1cccs1
#39 O=C(Cn1cnc2scc(-c3cccc([N+](=O)[O-])c3)c2c1=O)NCc1ccco1
#40 O=C(CSc1ccc(C(F)(F)F)cc1[N+](=O)[O-])Nc1cccc(Cl)c1
assay / entry	33	34	35	36	37	38	39	40
Pf apPOL inh	-11	-4	-12	-11	2	2	-7	16
mHTT CaM bind	19	0	26	2	2	-1	21	-1

#41 COc1ccc(NC(=O)c2ccc(Cl)c(Cl)c2)cc1OC
#42 O=c1[nH]c(=O)c2sc3nc4c(c(C(F)F)c3c2[nH]1)CCCC4
#43 S=c1[nH]c2cc(Cl)cc(Cl)c2o1
#44 O=C(Nc1nc2c(s1)CCCC2)c1ccccc1Cl
#45 CC(C)C(=O)NC1CCN(c2nc3ccccc3n2C(C)C)CC1
#46 COc1ccc(OC(C)C(=O)Nc2ccc(I)cc2C)cc1 (stereo not drawn)
#47 CCOc1ccccc1N(C)C(=O)c1cc(S(=O)(=O)N2CCCC2)ccc1F
#48 Cc1cc(C)cc(N2C(=O)CSC23C(=O)Nc2ccc(Br)cc23)c1 (stereo not drawn)
assay / entry	41	42	43	44	45	46	47	48
Pf apPOL inh	5	.	.	3	-6	0	31	-10
mHTT CaM bind	-2	-1	-9	6	0	-5	8	56*

#49 COc1ccc(OC)c(C(=O)c2ccc(C(=O)Nc3ccc(NC(C)=O)cc3)cc2)c1
#50 Cc1cc(NC(=O)C2CCN(C(=O)CCC(=O)c3ccccc3)CC2)no1
#51 O=C(NCCSc1c[nH]c2ccccc12)c1ccc(Cl)cc1
#52 CCOc1ccc(N=C(c2cccc([N+](=O)[O-])c2)N2CCOCC2)cc1
#53 CCC(=O)N1c2ccc(S(=O)(=O)NC3CCCCC3C)cc2CC1C (stereo not drawn)
#54 CCN1CCN(C(=O)c2cc(Cl)ccc2OC)CC1
#55 CC(C)CNc1ncnc(N)c1[N+](=O)[O-]
#56 COc1cc(NC(=O)NCC2CCN(C(=O)c3ccccc3F)CC2)cc(OC)c1OC
assay / entry	49	50	51	52	53	54	55	56
Pf apPOL inh	1	-3	-3	1	2	4	-8	-3
mHTT CaM bind	-5	-7	8	0	3	2	1	-3

#57 N#CC1(C#N)[C@@H](C(=O)C23CC4CC(CC(C4)C2)C3)C12CCCCCC2
#58 O=C(Cc1ccccc1)N1CCCCC1c1nncn1-c1ccccc1 (stereo not drawn)
#59 CCc1nnc(NC(=O)CN2C(=O)c3ccccc3C2=O)s1
#60 O=C(Nc1ccc2oc(-c3ccncc3)nc2c1)c1cc2ccccc2o1
#61 CCOc1cc(C(Nc2ccccn2)c2ccc3cccnc3c2O)ccc1O (stereo not drawn)
#62 CC(C)(C)c1ccc(S(=O)(=O)NCC(=O)Nc2ccc3c(c2)OCO3)cc1
#63 O=S(=O)(c1ccc(Cl)cc1)C(F)F
#64 COc1ccc(CNC(=O)CN2N=C(c3ccc(Cl)cc3)CCC2=O)cc1
assay / entry	57	58	59	60	61	62	63	64
Pf apPOL inh	.	0	-5&-4	-1	-12&-2	-3	-6	-8
mHTT CaM bind	-5	-4	-5&-2	14	100*	3	.	6

Exported as a markdown table: part of the list above.
| No. | SMILES | Pf apPOL inh | mHTT CaM bind |
| --- | --- | --- | --- |
| 58 | O=C(Cc1ccccc1)N1CCCCC1c1nncn1-c1ccccc1 (stereo not drawn) | 0 | -4 |
| 59 | CCc1nnc(NC(=O)CN2C(=O)c3ccccc3C2=O)s1 | -5&-4 | -5&-2 |
| 60 | O=C(Nc1ccc2oc(-c3ccncc3)nc2c1)c1cc2ccccc2o1 | -1 | 14 |
| 61 | CCOc1cc(C(Nc2ccccn2)c2ccc3cccnc3c2O)ccc1O (stereo not drawn) | -12&-2 | 100* |
| 62 | CC(C)(C)c1ccc(S(=O)(=O)NCC(=O)Nc2ccc3c(c2)OCO3)cc1 | -3 | 3 |

The listing continues.
#65 COc1cccc(CNC(=O)CCc2cn(Cc3ccccc3)c3ccccc23)c1
#66 Cc1cc(O)c(C(c2ccc(Cl)c(Cl)c2)c2c(O)cc(C)n(C)c2=O)c(=O)n1C
#67 O=C(Nc1ccc2ccccc2c1)c1ccco1
#68 NC(=O)C1(c2ccccc2F)CC1
#69 NC(=O)C(=O)Nc1nc(C23CC4CC(CC(C4)C2)C3)cs1
#70 CCc1ccccc1NC(=O)C(=O)NCC1CCN(CCOC)CC1
#71 O=c1cc(-c2ccccc2)nc2n1CCN2Cc1cccnc1
#72 COc1cccc2c1OCC(C#N)=C2
assay / entry	65	66	67	68	69	70	71	72
Pf apPOL inh	-19	2	-3	-4	1	-2	8	0
mHTT CaM bind	45	17	.	2	20	-11	12	.

#73 COc1ccc(NCN2C(=O)c3ccccc3C2=O)c(OC)c1
#74 COc1cccc(/C=C2/C(=O)N(c3ccc(Cl)c(Cl)c3)N=C2C)c1
#75 COCCCN1C(=O)C(=O)C(=C(O)c2ccc(C)cc2)C1c1cccc(O)c1 (stereo not drawn)
#76 NC(CS(=O)(=O)c1ccccc1)=NOS(=O)(=O)c1ccc(Cl)cc1
#77 COc1ccc(-c2c(C(F)(F)F)oc3c(CN(C)C)c(O)ccc3c2=O)cc1OC
#78 Cc1ccc(OCCN2CCOCC2)c(Br)c1
#79 O=C(CCS(=O)(=O)c1cccc2nsnc12)NCCc1ccc(Cl)cc1
#80 NC(=O)Cn1c(=O)n(CCC(=O)NCc2ccc3c(c2)OCO3)c(=O)c2sccc21
assay / entry	73	74	75	76	77	78	79	80
Pf apPOL inh	0	1	-13	1	3	-9	5	-2
mHTT CaM bind	8	34	-2	.	8	17	6	-1

#81 O=C1C2C3C=CC(CC3)C2C(=O)N1c1ccc(I)cc1 (stereo not drawn)
#82 CSc1cccc2sc(NC(=O)c3cc(-c4ccco4)on3)nc12
#83 Cc1cc(NC(=O)Nc2cccc(F)c2)no1
#84 COc1ccc(/C=C(\C#N)c2nn(CCO)c(N)c2C#N)c(OC)c1
#85 CN(C)c1cc(C(=O)NC2CC2)c2cccc(Cl)c2n1
#86 COCCNC(=O)C1Cc2ccc(OC)cc2N2CCOCC12 (stereo not drawn)
#87 Cc1ccc(C(=O)Nc2c3c(nn2-c2cccc(C)c2C)CS(=O)(=O)C3)cc1[N+](=O)[O-]
#88 Cc1cc2ncn(CC(O)COc3ccc(I)cc3)c2cc1C (stereo not drawn)
assay / entry	81	82	83	84	85	86	87	88
Pf apPOL inh	2	-6	-7	-1	3	10	-1	0
mHTT CaM bind	-1	-15	-1	-1	13	11	-1	32

#89 CCOc1cccc2cc(-c3cn4c(n3)sc3cc(F)ccc34)c(=O)oc12
#90 COc1ccc(OCC(=O)N2CCCC3(C2)Nc2ccccc2NC3=NC(C)(C)C)cc1 (stereo not drawn)
#91 O=C(c1cc(Cl)ccc1Cl)N1CCCC(c2nnc(C(F)(F)F)o2)C1 (stereo not drawn)
#92 CC1CCCC(C)N1C(=O)c1ccc(I)cc1 (stereo not drawn)
#93 COc1cc(C2C(C#N)=C(N)N(c3ccc(C)cc3)C3=C2C(=O)CCC3)cc(OC)c1OC (stereo not drawn)
#94 COc1cc(/C=C2N=C(/C=C/c3ccc(C)cc3)OC\2=O)cc(OC)c1OC
assay / entry	89	90	91	92	93	94
Pf apPOL inh	20	3	-1	-10	32	-2
mHTT CaM bind	-4	34	-9	-3	14	9

No enrichment for hits. Share with any hit: about 3.6%.
